D3 antag = blocks the human D3 dopamine receptor | max response, negative = inhibition, % | P35462 | D3R cells, DiscoveRx beta-arrestin luminescence, antagonist mode; active compounds read low | hit rate 2.5% among 360,000; in the data active = max response below about -50%; inconclusive = no clear call, values can overlap the other calls; note: % is set by controls: 0 for no effect and ±100 for the full control effect; mostly tested at two doses, the higher about 12 µM
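Cells expressing the human receptor were seeded at 1500 cells/well, incubated overnight at 37 degrees C in 5% CO2, then exposed to library compounds with dopamine controls for 90 minutes at 37 degrees C before luminescent detection.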
Abeta yeast res = A-beta toxicity reversal in yeast. yeast expressing A-beta42, growth rescue, OD600, 48 h; response scale: 0% DMSO, 100% iron-clioquinol control. Potency, µM (highest dose often 46.1 µM), inactives show top-dose growth rescue, most hits filed as activators. hit rate 0.063% among 410,000. AID 1347071; note: potency is the fitted concentration of half-maximal effect; nearly all actives have a fitted effect of over 55% in size
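Growth rescue measured by 600 nm absorbance after 48 h yeast culture at 30 C with compound. Values normalized between DMSO and an equimolar ferric chloride plus clioquinol control.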
FUS suppressor = FUS proteinopathy suppression in yeast. AID 1347120. Potency, µM (series often up to 76.6 µM), without a hit: at the top dose growth rescue (activation), most hits filed as activators. S. cerevisiae FUS-expressing, growth rescue, OD600, 24 h. hit rate 0.24% among 390,000;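 note: potency is the fitted concentration of half-maximal effect; plate controls were DMSO vehicle for no effect and reference control for full effect; nearly all actives have a fitted effect of over 55% in size; some results filed as inactive show a strong effect at the top dose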
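Compound concentration series was pinned onto galactose-induced FUS-expressing yeast seeded at OD 0.005. Plates sat 24hr at 30C; absorbance at 600 nm gave growth. DMSO served as background control.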
TDP-43 yeast inh = inhibitors of TDP-43 toxicity in yeast; hit rate 1.8% among 410,000; Potency, µM (series often up to 46.1 µM), inactives show at the highest dose growth rescue (activation), actives largely listed as activators; TDP-43 expressing yeast growth rescue, BacTiter-Glo, 24 h; AID 652104; note: potency is the fitted concentration of half-maximal effect; % of control where 0% means no effect; nearly all actives have a fitted effect of over 50% in size
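Growth rescue of TDP-43-toxic yeast measured as ATP luminescence (BacTiter-Glo). Cells grown to mid-log in raffinose, induced in galactose at OD600=0.02, exposed to compound 24 hr at 30 deg C.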
PTHR1 agonist = PTHR1 (human) receptor agonism; Q03431; HEK293 GP2 PTHR1 cells, GloSensor cAMP luminescence, 1 h; Potency, µM (series often up to 115 µM), inactives show at the top dose activation, hits mostly activators; hit rate 0.075% among 410,000; note: potency is the fitted concentration of half-maximal effect; nearly all actives have a fitted effect of over 55% in size; some results filed as inactive show a strong effect at the top dose; inactives centre near -15; many of its hits are not listed in these tables
Target sequence (Q03431 whole entry, looked up): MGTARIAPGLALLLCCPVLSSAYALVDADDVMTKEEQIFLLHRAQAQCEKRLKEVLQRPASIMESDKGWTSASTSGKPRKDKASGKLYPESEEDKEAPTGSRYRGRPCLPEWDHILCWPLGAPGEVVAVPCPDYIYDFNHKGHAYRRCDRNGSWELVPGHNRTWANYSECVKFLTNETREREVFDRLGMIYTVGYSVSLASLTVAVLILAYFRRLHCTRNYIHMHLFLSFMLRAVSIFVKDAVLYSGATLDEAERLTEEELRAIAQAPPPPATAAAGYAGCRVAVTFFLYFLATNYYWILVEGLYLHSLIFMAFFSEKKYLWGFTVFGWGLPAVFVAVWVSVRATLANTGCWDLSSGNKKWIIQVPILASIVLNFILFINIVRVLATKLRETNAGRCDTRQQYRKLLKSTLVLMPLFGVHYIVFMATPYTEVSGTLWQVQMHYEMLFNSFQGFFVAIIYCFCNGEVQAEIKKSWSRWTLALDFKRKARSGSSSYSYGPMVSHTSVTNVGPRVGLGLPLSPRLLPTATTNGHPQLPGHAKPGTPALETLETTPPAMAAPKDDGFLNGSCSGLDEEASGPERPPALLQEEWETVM
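HEK-293-derived GP2 cells expressing PTHR1 and a GloSensor cAMP reporter, 3,000/well, plated overnight, given luciferin plus IBMX (each 0.5 mM as added) for 1 h at 37 °C, then compound for 1 h at 37 °C. Luminescence was read after 15 min at room temperature.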
aSyn rescue = inhibitors of alpha-synuclein toxicity in yeast; Yeast expressing alpha-synuclein, growth rescue, BacTiter-Glo, 24 h; Potency, µM (highest dose often 46.1 µM), without a hit: top-dose growth rescue (activation), actives largely listed as activators; hit rate 0.14% among 370,000; note: potency is the fitted concentration of half-maximal effect; % of control where 0% means no effect; nearly all actives have a fitted effect of over 65% in size
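Screening used galactose-induced yeast with toxic alpha-synuclein levels, exposed to compound for 24 hr at 30 deg C. Cell growth, read with BacTiter-Glo luminescence, gave the measured signal.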
GLP-1R inv ag = inverse agonists of human GLP-1 receptor; HEK293 GLP-1R CRE-luciferase, luminescence, 24 h; GLP-1R form is constitutively active; Potency, µM (doses to about 38.3 µM), without a hit: at the highest dose activity change, negative = inhibition, actives largely listed as inhibitors; hit rate 1.6% among 410,000; note: potency is the fitted concentration of half-maximal effect; % is set by controls: 0 for no effect and ±100 for the full control effect; nearly all actives have a fitted effect of over 55% in size
Target sequence (P43220 whole entry, looked up): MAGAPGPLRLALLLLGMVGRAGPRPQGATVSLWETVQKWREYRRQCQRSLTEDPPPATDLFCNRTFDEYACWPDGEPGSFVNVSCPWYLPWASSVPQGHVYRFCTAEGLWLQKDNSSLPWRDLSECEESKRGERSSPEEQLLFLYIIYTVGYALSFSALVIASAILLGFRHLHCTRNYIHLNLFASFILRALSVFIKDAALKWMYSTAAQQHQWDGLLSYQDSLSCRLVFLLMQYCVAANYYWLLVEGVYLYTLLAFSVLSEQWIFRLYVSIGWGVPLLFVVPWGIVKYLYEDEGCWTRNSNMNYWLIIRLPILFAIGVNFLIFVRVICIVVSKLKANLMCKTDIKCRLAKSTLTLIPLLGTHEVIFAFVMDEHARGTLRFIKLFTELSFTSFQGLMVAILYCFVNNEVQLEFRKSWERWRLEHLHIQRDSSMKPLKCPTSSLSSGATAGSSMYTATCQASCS
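Inverse agonism was detected as reduced cAMP-driven luciferase luminescence after 24 h compound treatment. The cells were HEK293 clones expressing constitutively active human GLP-1R with the reporter. Reporter-only and GPR119 cell lines served as counterscreen controls.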
Akt phos inh = Akt phosphorylation inhibition; Neuro2A IGF-stimulated pAkt S473 HTRF, 20 min; active compounds read low; AID 651550; hit rate 0.32% among 360,000; activity change, % for hits at 50 µM; in the data active = activity change below about -80%; inconclusive = mostly about -51% to -80%; note: % is set by controls: 0 for no effect and ±100 for the full control effect
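Neuro2A cells in DMEM with 0.5% FBS, overnight at 37 deg C, given compound at single 50 µM final, then IGF (6 nM final) for 20 min at 37 deg C. Lysed; phospho-Akt Ser473 by HTRF after 24 h, 665/615 ratio.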
GLP1R ag = agonists of human GLP-1 receptor. Potency, µM (series often up to 45.6 µM), for inactives: at the top dose activation, usual class: activators. hit rate 0.007% among 380,000. AID 624172. HEK293 GLP-1R CRE-luciferase, luminescence, 4-6 h; cells express a hypersensitive GLP-1R form; note: potency is the fitted concentration of half-maximal effect; % of control where 0% means no effect
* = called active by the depositor; & = joins results of further samples; [ ] = remark or other dose. Unless noted, calls come from the whole dose curve; as a rule, active = well fitted curve in the direction sought with a large enough effect; inconclusive = small, poorly fitted or top-dose-only effect, or another doubt; inactive = no such curve, though single readings can be large; an effect the other way counts as inactive or inconclusive. Not all compounds are listed, so the mix of outcomes need not match the whole.

CC(=O)C1=C(O)C(=O)OC1c1ccc(C)cc1 (stereo not given) was read as D3 antag 29.1, Abeta yeast res -17.5%, FUS suppressor -16.0%, TDP-43 yeast inh -7.3%, PTHR1 agonist inactive, aSyn rescue -1.0%, GLP-1R inv ag -4.6%, Akt phos inh inactive and GLP1R ag 11.9%.
O=C(c1cc(-c2ccccc2Cl)nc2ccc(Br)cc12)N1CCN(c2ccccn2)CC1 was read as D3 antag 84.5, Abeta yeast res -19.2%, FUS suppressor 33.1%, TDP-43 yeast inh 15.7%, PTHR1 agonist -30.4%, aSyn rescue 0.5%, GLP-1R inv ag inconclusive, Akt phos inh inactive and GLP1R ag 3.0%.
Screening COc1ccc2oc(=O)c(C(=O)N3CCN(C(=O)c4ccccc4)CC3)cc2c1 returned D3 antag -10.0, Abeta yeast res -4.2%, FUS suppressor 15.5%, TDP-43 yeast inh -11.5%, PTHR1 agonist inactive, aSyn rescue -3.0%, GLP-1R inv ag -8.8%, Akt phos inh inactive and GLP1R ag 5.3%.
`COCc1ccc(C(=O)Nc2ccccc2C(=O)NCc2cccnc2)cc1` gave D3 antag 3.5, Abeta yeast res -4.4%, FUS suppressor -13.3%, TDP-43 yeast inh 3.5%, PTHR1 agonist -11.2%, aSyn rescue -1.6%, GLP-1R inv ag 27.7%, Akt phos inh inactive and GLP1R ag 11.0%.
Screening CCOC(=O)C1CCN(S(=O)(=O)c2ccc3c4c2CC(=O)N4CC(C)S3)CC1 (stereo not given) returned D3 antag 19.5, Abeta yeast res -13.1%, FUS suppressor -3.4%, TDP-43 yeast inh 18.8%, PTHR1 agonist -21.0%, aSyn rescue 0.3%, GLP-1R inv ag 1.3%, Akt phos inh inactive and GLP1R ag 6.6%.
For C=CCn1c(C)cc(C(=O)COC(=O)C2CC(=O)N(Cc3ccccc3)C2)c1C (stereo not given) the results were D3 antag -21.9, Abeta yeast res 15.6%, FUS suppressor 28.3%, TDP-43 yeast inh 6.4%, PTHR1 agonist inactive, aSyn rescue -6.1%, GLP-1R inv ag -4.9%, Akt phos inh inactive and GLP1R ag -0.5%.
O=C(O)CC1(CC(=O)N2CCC(C(=O)O)CC2)CCCC1 was read as D3 antag 3.9, Abeta yeast res -2.8%, FUS suppressor 2.6%, TDP-43 yeast inh -9.3%, PTHR1 agonist inactive, aSyn rescue 4.9%, GLP-1R inv ag 18.0%, Akt phos inh inactive and GLP1R ag -0.4%.
`CN(C)C(CNC(=O)c1cccc(S(=O)(=O)N(C)C)c1)c1ccccc1` (stereo not given) gave D3 antag 0.0, Abeta yeast res -3.9%, FUS suppressor -11.8%, TDP-43 yeast inh -14.9%, PTHR1 agonist inactive, aSyn rescue 1.2%, GLP-1R inv ag 12.6%, Akt phos inh inactive and GLP1R ag -5.7%.
For COc1cc(Cl)c(C)cc1NC(=O)COC(=O)c1cc(SC)ccc1Cl the results were D3 antag 11.3, Abeta yeast res -1.1%, FUS suppressor 5.7%, TDP-43 yeast inh -11.2%, PTHR1 agonist -0.6%, aSyn rescue 0.8%, GLP-1R inv ag 3.7%, Akt phos inh inactive and GLP1R ag 3.4%.
`NS(=O)(=O)c1ccc(CCNC(=O)c2ccc(S(=O)(=O)N3CCCCC3)cc2)cc1` gave D3 antag -19.6, Abeta yeast res 5.6%, FUS suppressor 17.2%, TDP-43 yeast inh 9.8%, PTHR1 agonist -9.9%, aSyn rescue -13.5%, GLP-1R inv ag 0.0%, Akt phos inh inactive and GLP1R ag 17.7%.
Screening Cc1cccc(NC(=O)C(=O)NCC2CCCN2S(=O)(=O)c2cccs2)c1 (stereo not given) returned D3 antag -3.1, Abeta yeast res 0.0%, FUS suppressor 40.9%, TDP-43 yeast inh 5.2%, PTHR1 agonist -21.2%, aSyn rescue -4.8%, GLP-1R inv ag -11.1%, Akt phos inh inactive and GLP1R ag -0.2%.
For Cc1ccc(C2CC(c3ccccc3)=NN2C(=O)CSc2nnc(-c3ccncc3)n2C)o1 (stereo not given) the results were D3 antag 6.9, Abeta yeast res 0.0%, TDP-43 yeast inh -26.0%, PTHR1 agonist inactive, aSyn rescue -1.6%, GLP-1R inv ag 2.0%, Akt phos inh inactive and GLP1R ag -2.3%.
`Cc1ccc(S(=O)(=O)N2c3ccccc3-c3c(ssc3=S)C2(C)C)cc1` gave D3 antag inconclusive, Abeta yeast res -0.3%, TDP-43 yeast inh 5.4%, PTHR1 agonist -9.7%, aSyn rescue 19.5%, GLP-1R inv ag inconclusive, Akt phos inh inactive and GLP1R ag -11.6%.
For CCN1CCCC1CNC(=O)c1ccccc1Cl (stereo not given) the results were D3 antag -25.3, Abeta yeast res 15.4%, FUS suppressor 21.9%, TDP-43 yeast inh -8.7%, PTHR1 agonist 1.4%, aSyn rescue -4.8%, GLP-1R inv ag 3.5%, Akt phos inh inactive and GLP1R ag -1.2%.
Screening COc1ccc(NC(=O)C2CCN(c3nc(-c4ccc(OC)cc4)no3)CC2)cc1 returned D3 antag 19.6, Abeta yeast res 3.7%, FUS suppressor -12.4%, TDP-43 yeast inh 6.5%, PTHR1 agonist -21.9%, aSyn rescue -2.2%, GLP-1R inv ag 14.9%, Akt phos inh inactive and GLP1R ag 10.1%.
Screening COc1cccc2cc(C(=O)NCCN3CCOCC3)oc12 returned D3 antag 2.1, Abeta yeast res 7.9%, FUS suppressor 0.9%, TDP-43 yeast inh 11.9%, PTHR1 agonist -16.9%, aSyn rescue -3.2%, GLP-1R inv ag 16.2%, Akt phos inh inactive and GLP1R ag 2.9%.
COc1cc(-c2noc(C3CCCN(C(=O)c4c(F)cccc4F)C3)n2)cc(OC)c1OC (stereo not given) was read as D3 antag 1.0, Abeta yeast res -1.3%, FUS suppressor 38.3%, TDP-43 yeast inh 17.0%, PTHR1 agonist -34.6%[inhibitor], aSyn rescue -3.0%, GLP-1R inv ag 2.2%, Akt phos inh inactive and GLP1R ag 16.7%.
`O=C(Cc1ccc(Cl)cc1)N/N=C/c1ccncc1` gave D3 antag 1.2, Abeta yeast res 6.5%, FUS suppressor -0.8%, TDP-43 yeast inh -2.0%, PTHR1 agonist inactive, aSyn rescue 2.4%, GLP-1R inv ag 21.4%, Akt phos inh inactive and GLP1R ag 15.6%.
`Cc1cc(C)c(OCC(=O)N(C)CC(=O)Nc2ccc(N3CCOCC3)cc2)c(C)c1` gave D3 antag -9.9, Abeta yeast res -6.8%, TDP-43 yeast inh -9.7%, PTHR1 agonist inactive, aSyn rescue 8.2%, GLP-1R inv ag 19.7%, Akt phos inh inactive and GLP1R ag 6.2%.
CCCCn1c(N)c(N(CC(C)C)C(=O)c2cccc(S(=O)(=O)N(C)c3ccccc3)c2)c(=O)[nH]c1=O was read as D3 antag 6.5, Abeta yeast res -1.5%, FUS suppressor 15.9%, TDP-43 yeast inh 23.5%, PTHR1 agonist inactive, aSyn rescue 0.1%, GLP-1R inv ag -2.4%, Akt phos inh inactive and GLP1R ag -7.2%.

Reprinted from the results shown for reference:
Screening Cc1cccc(NC(=O)C(=O)NCC2CCCN2S(=O)(=O)c2cccs2)c1 (stereo not given) returned D3 antag -3.1, Abeta yeast res 0.0%, FUS suppressor 40.9%, TDP-43 yeast inh 5.2%, PTHR1 agonist -21.2%, aSyn rescue -4.8%, GLP-1R inv ag -11.1%, Akt phos inh inactive and GLP1R ag -0.2%.
For Cc1ccc(C2CC(c3ccccc3)=NN2C(=O)CSc2nnc(-c3ccncc3)n2C)o1 (stereo not given) the results were D3 antag 6.9, Abeta yeast res 0.0%, TDP-43 yeast inh -26.0%, PTHR1 agonist inactive, aSyn rescue -1.6%, GLP-1R inv ag 2.0%, Akt phos inh inactive and GLP1R ag -2.3%.

The list continues:
Screening Cc1ccc2nc(-c3ccncc3)c(Nc3ccccc3)n2c1 returned D3 antag 43.0, Abeta yeast res 0.8%, TDP-43 yeast inh 13.0%, PTHR1 agonist -53.8%, aSyn rescue 11.7%&10.6%, GLP-1R inv ag 0.0%, Akt phos inh inactive and GLP1R ag -5.2%.
Screening Cc1cc2ccccn2c1C(=O)c1ccc(F)cc1 returned D3 antag 19.5, Abeta yeast res -7.4%, FUS suppressor -0.7%, TDP-43 yeast inh inconclusive, PTHR1 agonist inactive, aSyn rescue 5.5%, GLP-1R inv ag inconclusive, Akt phos inh inactive and GLP1R ag 14.1%.
For CCOc1ccc(CCNC(=O)Cn2ccc3cc(S(=O)(=O)N4CCCCCC4)ccc32)cc1 the results were Abeta yeast res -12.6%, FUS suppressor -11.4%, TDP-43 yeast inh -8.7%, PTHR1 agonist -8.3% and GLP-1R inv ag inconclusive.
O=C(COc1ccc(S(=O)(=O)N2CCCC2)cc1)N1CCN(c2ccccc2F)CC1 was read as D3 antag 3.9, Abeta yeast res 1.2%, FUS suppressor inconclusive, TDP-43 yeast inh 0.8%, PTHR1 agonist -5.2%, aSyn rescue 2.9%, GLP-1R inv ag -18.6%, Akt phos inh inactive and GLP1R ag 2.7%.
`COc1ccc(NS(=O)(=O)c2cccc(C(=O)O)c2)cc1S(=O)(=O)N1CCCCC1` gave D3 antag -11.0, Abeta yeast res -10.1%, FUS suppressor -10.8%, TDP-43 yeast inh 10.9%, PTHR1 agonist -5.2%, aSyn rescue -5.7%, GLP-1R inv ag -3.4%, Akt phos inh inactive and GLP1R ag 0.6%.
O=C(N/N=C/c1cn(-c2ccccc2)nc1-c1cccs1)c1ccc(Cl)cc1 was read as D3 antag 5.1, Abeta yeast res 6.8%, TDP-43 yeast inh -16.7%, PTHR1 agonist inactive, aSyn rescue -6.2%, GLP-1R inv ag 6.31µM*, Akt phos inh inactive and GLP1R ag 3.8%.
Screening CCOc1cc(-c2nnc(-c3ccco3)o2)cc(OCC)c1OCC returned D3 antag 26.1, Abeta yeast res 6.0%, FUS suppressor 23.3%, TDP-43 yeast inh -5.1%, PTHR1 agonist inactive, aSyn rescue 1.8%, GLP-1R inv ag 3.2%, Akt phos inh inactive and GLP1R ag 11.8%.
